H37Rv inhibition: M. tuberculosis growth inhibition, HTS (AID 449762) | M. tuberculosis H37Rv growth inhibition, 7H9 media; higher % means a stronger effect | one-dose inhibition, % at 25 µM; IC50 in µM for titrated hits | 330,000 tested, 0.59% active; in the data active = a potency from the dose series; inconclusive = inhibition above about 70% without an active follow-up result;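 note: bacterial growth assessed after seven days of incubation; strong numbers were not always called active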
influenza NS1A: H1N1 influenza NS1A inhibitors, functional cell based assay (AID 504329). NS1A functional cell-based assay, percent inhibition; higher % means a stronger effect. inhibition, % at 12.5 µM; hits with a dose series show IC50 in µM. 340,000 tested, 0.3% active; in the data active = a potency from the dose series; inconclusive = inhibition above about 27% without an active follow-up result; note: strong numbers were not always called active
inhibitors of VEEV: inhibitors of VEEV TC-83 cytopathic effect, confirmation, Vero cells (AID 588727); Vero cells, VEEV TC-83 cytopathic effect inhibition; higher % means a stronger effect; one-dose inhibition, % at 20 µM; IC50 in µM for titrated hits; 350,000 tested, 0.13% active; in the data active = a potency from the dose series; inconclusive = inhibition mostly from about 14% at the one dose, without a potency; inactive = the rest, 99 in 100 with inhibition below about 12%; note: strong numbers were not always called active
PhoP GFP inhibition: PhoP regulon inhibitors, Salmonella typhi PhoP promoter GFP reporter, confirmatory (AID 1850); Salmonella Typhi PhoP-promoter GFP reporter, fluorescence, 4 h; higher % means a stronger effect; inhibition, % at 50 µM, or IC50 in µM where a hit was titrated; 310,000 tested, 0.33% active; in the data active = a potency from the dose series; inconclusive = inhibition mostly from about 25% at the one dose, without a potency; inactive = the rest, 99 in 100 with inhibition below about 19%;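 note: 0% = induced wells with vehicle and 100% = uninduced wells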
tuberculosis growth: growth inhibition of non-replicating M. tuberculosis (AID 488890); Mycobacterium tuberculosis non-replicating, growth inhibition; higher % means a stronger effect; 320,000 tested, 0.39% active; one-dose inhibition, % at 25 µM; IC50 in µM for titrated hits; in the data active = a potency from the dose series; inconclusive = inhibition mostly from about 82% at the one dose, without a potency; inactive = the rest, 99 in 100 with inhibition below about 76%;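 note: plate controls were DMSO cells for no effect and high antibiotic wells for full effect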
inhibitors of VEEV 10K pilot screen: further read-out of inhibitors of VEEV, marked with its call; inhibition, %; measured here: 10K pilot screen inhibition
Numbers without * were called inactive; i = inactive; ? = inconclusive; / = no result given.

SMILES	H37Rv inhibition	influenza NS1A	inhibitors of VEEV	PhoP GFP inhibition	tuberculosis growth	others
CC(C)C(=O)Nc1ccc(C(=O)NNC(=O)CCc2ccccc2)cc1	-7%	14%	0.7%	-7%	-5%
CCCCCCCNC(=O)C1(CC2CC(c3cccc(Br)c3)=NO2)CCN(C(=O)C2(C)CC2)CC1 (stereo not given)	?	-9%	4.0%	1%	43%
O=C1C(Cl)=C(N2CCOCC2)C(=O)N1CCc1ccccc1	-7%	-12%	i	-3%	4%
COc1ccc(Cl)cc1NC(=O)c1ccc2c(SCC(=O)O)c3c(nc2c1)CCCC3	-6%	3%	1.0%	1%	5%
Cc1cc(=O)oc2cc(OC(C)C(=O)O)c(Cl)cc12 (stereo not given)	2%	-13%	i	-10%	-13%
CC(=O)NCCNC(=O)c1ccc(CSc2nc3ccccc3s2)cc1	-2%	22%	2.5%	-4%	?
CSCc1cc(N2CCOCC2)nc(SCc2ccc(Cl)c(Cl)c2)n1	-14%	-2%	1.3%	-9%	5%
Cc1ccc(N(CC(O)CN2CCOCC2)S(=O)(=O)c2ccc3ccccc3c2)cc1 (stereo not given)	4%	1%	0.6%	4%	28%
O=C(NCCC1CC1(Cl)Cl)Nc1ccccc1 (stereo not given)	7%	-2%	2.1%	2%	36%
C[C@]12CCC3C(CC[C@H]4C[C@@H](O)CC[C@]34C)C1C[C@@H](O)[C@]2(C)O (stereo not given in full)	-10%	-2%	5.9%	/	-9%
NS(=O)(=O)c1ccc(CNC(=O)NC2(c3ccccc3)CC2)cc1	-7%	-8%	2.1%	/	/
Fc1cccc(F)c1/C=C/c1ccc2ccccc2n1	15%	-12%	0.7%	-1%	13%

The closing two records of the section above come first, to join the parts:
SMILES	H37Rv inhibition	influenza NS1A	inhibitors of VEEV	PhoP GFP inhibition	tuberculosis growth	others
NS(=O)(=O)c1ccc(CNC(=O)NC2(c3ccccc3)CC2)cc1	-7%	-8%	2.1%	/	/
Fc1cccc(F)c1/C=C/c1ccc2ccccc2n1	15%	-12%	0.7%	-1%	13%
CN(C)c1ccc(N=c2sc3ccccc3n2C)cc1	-8%	24µM*	0.7%	0%	52%
CN1CCN(C(=S)NC(=O)c2ccccc2Cl)CC1	-9%	-3%	1.9%	-12%	4%
O=C(CC1C(=O)NCCN1CC(c1ccccc1)c1ccccc1)NC1CC1 (stereo not given)	6%	-40%	0.2%	-2%	1%
O=C(NCCCCc1ccccc1)C1CC(c2ccccc2C(F)(F)F)=NO1 (stereo not given)	-2%	-1%	i	3%	6%
CCN(CC(=O)NCc1ccc(F)cc1)Cc1nc2cc(Cl)ccc2c(=O)[nH]1	2%	0%	8.4%	5%	43%
O=C(NCCCN1CCOCC1)c1ccc2c(c1)N(Cc1cccc(Cl)c1)C(=O)CS2	-3%	-3%	2.3%	5%	6%
COc1ccc(Cn2nnnc2C(c2cccs2)N2CCCCCC2)cc1 (stereo not given)	3%	-2%	2.5%	3%	44%
COc1ccc(S(=O)(=O)CCC(=O)O)cc1	-7%	-9%	2.1%	3%	-6%
CCCCC(=O)Nc1cnc(NC(=O)c2cccs2)cc1C	-11%	4%	1.9%	-8%	72%
COc1ccc(NC(=O)CCC(=O)c2cccs2)cc1Cl	?	21%	i	-16%	/
COc1ccccc1C(=O)Nc1ccccc1C(=O)Nc1ccccc1	0%	/	1.1%	10%	5%
O=C(NC1CCCCC1)C(c1ccncc1)N(Cc1ccc2c(c1)OCO2)C(=O)C(F)(F)F (stereo not given)	1%	-12%	1.4%	7%	3%

The final two entries of the section before open the next one.
SMILES	H37Rv inhibition	influenza NS1A	inhibitors of VEEV	PhoP GFP inhibition	tuberculosis growth	others
COc1ccccc1C(=O)Nc1ccccc1C(=O)Nc1ccccc1	0%	/	1.1%	10%	5%
O=C(NC1CCCCC1)C(c1ccncc1)N(Cc1ccc2c(c1)OCO2)C(=O)C(F)(F)F (stereo not given)	1%	-12%	1.4%	7%	3%
CCOc1ccc(-n2nnnc2SCC(=O)NC2CCCC2)cc1	12%	-5%	6.4%	-3%	-1%
CC(C)N1CCc2c(sc(NC(=O)Cc3ccccc3)c2C#N)C1	11%	8%	i	10%	-10%	inhibitors of VEEV 10K pilot screen=0.3
CCC(C)(C)C1CCc2[nH]nc(C(=O)NCc3ccc(Cl)cc3)c2C1 (stereo not given)	-2%	-5%	0.7%	-2%	-1%
COCCNCCCCOc1ccc(C)cc1[N+](=O)[O-]	-2%	16%	0.1%	-6%	-10%
COc1ccc(Cc2noc(CN(C)Cc3cccc(-n4cccn4)c3)n2)cc1OC	-3%	8%	i	-5%	47%
C=CCN=C1CC(C)(C)CC(=O)/C1=C(\O)c1ccccc1	-2%	0%	0.1%	-8%	1%
Cc1cccc(NS(=O)(=O)c2ccc3c(c2)NC(=O)CO3)c1C	5%	12%	i	2%	4%
Cc1ccc(S(=O)(=O)N(CC(=O)c2ccc(Cl)cc2)C(=O)N2CCN(C)CC2)cc1	-5%	-3%	1.6%	8%	-19%
COc1ccc(C(c2c(O)cc(C)oc2=O)c2c(O)cc(C)oc2=O)cc1	-10%	-6%	i	-13%	3%
COc1ccc([C@@H]2[C@@H]3C(=O)N(C(C)(C)C)C(=O)[C@@H]3[C@]3(Cc4ccccc4)C(=O)N(c4ccc(OC)cc4)C(=O)N23)cc1	0%	7%	0.1%	0%	30%
C=CCn1c(=O)c2ccccc2n2c(SCC(=O)c3ccccc3)nnc12	-14%	1%	1.6%	-4%	26%
COc1ccc(CCn2c(=N)c(C(=O)NC3CCCCC3)cc3c(=O)n4ccccc4nc32)cc1	59%	-7%	3.1%	-10%	65%
Cc1ccnc(NS(=O)(=O)c2ccc(NC(=O)Cc3ccc(Br)cc3)cc2)n1	2%	-4%	1.4%	-3%	7%
CCCC(c1nnnn1Cc1ccc(OC)cc1)N1CCN(c2ccccc2)CC1 (stereo not given)	/	-28%	4.1%	/	/
CC(=O)Nc1ccc(S(=O)(=O)N2CCN(c3cc(C)nc4ncnn34)CC2)cc1	3%	-11%	1.2%	-17%	-25%
COc1ccc(C(=O)NCC2(N3CCCCC3)CCCCC2)cc1S(=O)(=O)N(C)C	0%	7%	0.0%	-4%	3%
O=C(COC(=O)/C=C/c1ccc([N+](=O)[O-])cc1)NC1CCCCC1	5%	-6%	0.7%	/	70%
COc1ccc(C(=O)COC(=O)[C@H](C)Nc2ccc(C(F)(F)F)cc2[N+](=O)[O-])c(OC)c1	12%	9%	7.3%	5%	40%
COc1ccc(NC(=O)C2CSC3c4ccccc4C(=O)N23)cc1 (stereo not given)	-11%	1%	4.3%	3%	2%
CC12COC3(C(=O)Nc4ccccc4F)CC1CCC32C (stereo not given)	14%	-3%	1.8%	-8%	-14%
O=C(CSc1cnc2ccccc2n1)c1ccc(F)cc1	12%	-12%	1.9%	-8%	70%
CCCOc1ccc(NC(=O)CC2C(=O)N(C)C(=S)N2Cc2cccs2)cc1 (stereo not given)	6%	7%	5.0%	5%	36%
O=C1CC(NS(=O)(=O)c2cccs2)CN1c1ccccc1 (stereo not given)	2%	-2%	1.6%	2%	-10%
CCN(CC)Cc1oc(-c2ccccc2)cc1C(=O)O	-1%	-4%	i	1%	3%

In the list so far, three have a nitro group on carbon.
SMILES	H37Rv inhibition	influenza NS1A	inhibitors of VEEV	PhoP GFP inhibition	tuberculosis growth	others
COCCNCCCCOc1ccc(C)cc1[N+](=O)[O-]	-2%	16%	0.1%	-6%	-10%
O=C(COC(=O)/C=C/c1ccc([N+](=O)[O-])cc1)NC1CCCCC1	5%	-6%	0.7%	/	70%
COc1ccc(C(=O)COC(=O)[C@H](C)Nc2ccc(C(F)(F)F)cc2[N+](=O)[O-])c(OC)c1	12%	9%	7.3%	5%	40%

Further records follow:
SMILES	H37Rv inhibition	influenza NS1A	inhibitors of VEEV	PhoP GFP inhibition	tuberculosis growth	others
COc1ccc(-n2c(=O)[nH]cc(C(=O)Nc3ccccc3)c2=O)cc1	2%	14%	1.6%	-3%	/
Cc1nnc(SCC(=O)c2c(N)n(Cc3ccccc3)c(=O)n(C)c2=O)n1C	5%	4%	i	-13%	8%
Cc1cc(C)cc(C(=O)N2CCCCCC2)c1	7%	0%	i	-7%	11%
Cc1cc(C)c(C=NNc2nc3c([nH]2)c(=O)n(C)c(=O)n3C)c(C)c1	/	-3%	0.4%	/	/
O=C1NCCC/C1=N/Nc1cc(F)ccc1F	-3%	0%	5.4%	-3%	31%
CS(=O)(=O)NN1C(=O)c2ccccc2NC1c1cccc(O)c1 (stereo not given)	-4%	-1%	i	4%	-9%
O=C1CC(c2ccsc2)c2ccc3ccccc3c2N1 (stereo not given)	-5%	0%	1.5%	-14%	24%
NS(=O)(=O)c1ccc(CNC(=O)/C=C/c2cccc([N+](=O)[O-])c2)cc1	2%	-5%	0.8%	5%	5%
S=C(Nc1ccc(Br)cc1Cl)Nn1cnnc1	-5%	-7%	i	-2%	73%
COc1n[nH]c(C(=O)Nc2nc3ccccc3s2)c1[N+](=O)[O-]	31%	-3%	0.7%	-3%	-5%
CC(C)c1ccc(C2NC(=S)NC3=C2C(=O)CC(C)(C)C3)cc1 (stereo not given)	0%	-6%	8.0%	2%	10%
OC(COc1ccc(Br)cc1)CN1CCN(c2ccccc2)CC1 (stereo not given)	11%	-7%	i	-2%	55%
CC12C(=O)N(CCC(=O)O)C(=O)C1C1C=CC2C1 (stereo not given)	-2%	-6%	0.9%	5%	-2%
Cc1nnc(SCC(=O)NCc2ccc(Cl)cc2)[nH]c1=O	-10%	3%	2.8%	-16%	/	inhibitors of VEEV 10K pilot screen=0.3
CCN(CC)C(=O)[C@]1(c2ccccc2)C[C@@H]1CN	-1%	/	/	-11%	1%
CCCN1CCC(NC(=S)Nc2cccc(Cl)c2Cl)CC1	3%	-4%	1.1%	9%	26%
COc1ccc(-n2c(CN3CCOCC3)nc3ccccc3c2=O)c(OC)c1	1%	-10%	0.9%	1%	9%
CCS(=O)(=O)c1ccc2c(c1)N(S(=O)(=O)c1ccc(OC)cc1)CC(C(=O)O)O2 (stereo not given)	9%	-3%	1.0%	-3%	2%
COC(=O)Cn1c(=O)cnc2ccccc21	5%	-11%	0.9%	-7%	-9%
CCOc1ccc(NC(=O)CSc2nc3c(c(=O)n2C)SC(C)C3)cc1 (stereo not given)	-5%	6%	4.3%	/	/
COCCCNC(=O)c1c(N)n(-c2ccc(S(N)(=O)=O)cc2)c2nc3ccccc3nc12	-1%	16%	0.1%	-2%	-11%
COc1cccc2cc(C(=O)NCCC3=CCCCC3)c(=O)oc12	-5%	-3%	0.8%	0%	?	inhibitors of VEEV 10K pilot screen=1.6
Cc1nn2c(CN(C(=O)CN3CCOCC3)c3ccccc3)nnc2c2ccccc12	-6%	-2%	0.9%	-6%	-6%
COc1ccc(NC(=O)C2CC(c3ccccc3O)=NO2)cc1OC (stereo not given)	0%	-6%	1.0%	-4%	6%
Cc1ccc(C(=O)NC(C)(COc2nonc2C)COc2nonc2C)cc1	-9%	-3%	i	-7%	13%
CCOc1ccc(NC(c2ccccn2)c2oc(CO)cc(=O)c2O)cc1 (stereo not given)	-2%	13%	i	1%	77%
O=C(CNS(=O)(=O)c1ccc2ccccc2c1)OCC(=O)c1ccc(Br)s1	12%	-3%	1.5%	-18%	30%
CCN(C(=O)c1ccc(S(=O)(=O)N2CCC(C)CC2)cc1)C1CCS(=O)(=O)C1 (stereo not given)	-2%	-2%	1.6%	12%	-15%
CCn1c(=O)cc(SCC(=O)Nc2cccc(C)n2)c2ccccc21	1%	2%	3.3%	-13%	-5%
Cc1ccc(NC(=O)c2nc[nH]c2C(=O)Nc2ccc(C)cc2)cc1	-4%	-14%	1.1%	5%	-6%
COc1ccc(CN(C)CC(=O)Nc2ccccc2C(=O)NC2CC2)cc1OC	-9%	-13%	1.2%	/	-17%
C=CCOc1ccc(C=CC(=O)c2c(O)c(OC)c(OC)c(OC)c2OC)cc1	/	21%	6.9%	/	/
CC(C)(C)[C@H]1C=C(C(=O)N2CCOCC2)O[C@@H](OCCCCO)C1	-1%	2%	1.7%	-4%	-10%
O=C(Nc1ccccc1)c1ccc2nsnc2c1	4%	-23%	1.7%	28%	21%
CCOc1ccc(S(=O)(=O)Nc2nc3ccccc3nc2Cl)cc1	2%	-3%	i	10%	20%
COC(=O)CCC(=O)Nc1ccc(Br)cc1	-5%	-6%	6.3%	-6%	-5%
CCCCC(CC)COC(=O)c1ccc(N(C)C)cc1 (stereo not given)	1%	-6%	i	/	-1%

A run of entries from further up, as a working copy:
SMILES	H37Rv inhibition	influenza NS1A	inhibitors of VEEV	PhoP GFP inhibition	tuberculosis growth	others
Cc1ccc(C(=O)NC(C)(COc2nonc2C)COc2nonc2C)cc1	-9%	-3%	i	-7%	13%
CCOc1ccc(NC(c2ccccn2)c2oc(CO)cc(=O)c2O)cc1 (stereo not given)	-2%	13%	i	1%	77%

Screening data: PubChem, Southern Research Specialized Biocontainment Screening Center
